influenza NS1A – NS1A inhibition, H1N1 influenza, cell based functional assay (AID 504329) | inhibition, % at 12.5 µM; hits with a dose series show IC50 in µM | NS1A functional cell-based assay, percent inhibition; higher % means a stronger effect | 340,000 tested, 0.3% active; in the data active = a potency from the dose series; inconclusive = inhibition above about 27% without an active follow-up result; also: strong numbers were not always called active
PhoP GFP inhibition – Inhibition of PhoP regulon, Salmonella typhi GFP reporter cells, confirmation, 4 h (AID 1850) | Salmonella Typhi PhoP-promoter GFP reporter, fluorescence, 4 h; higher % means a stronger effect | inhibition, % at 50 µM; hits with a dose series show IC50 in µM | 310,000 tested, 0.33% active; in the data active = a potency from the dose series; inconclusive = inhibition mostly from about 25% at the one dose, without a potency; inactive = the rest, 99 in 100 with inhibition below about 19%;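 also: 0% = induced wells with vehicle and 100% = uninduced wells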
tuberculosis growth – growth inhibition of non-replicating M. tuberculosis (AID 488890). Mycobacterium tuberculosis non-replicating, growth inhibition; higher % means a stronger effect. one-dose inhibition, % at 25 µM; IC50 in µM for titrated hits. 320,000 tested, 0.39% active; in the data active = a potency from the dose series; inconclusive = inhibition mostly from about 82% at the one dose, without a potency; inactive = the rest, 99 in 100 with inhibition below about 76%;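 also: plate controls were DMSO cells for no effect and high antibiotic wells for full effect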
M. tuberculosis HTS – M. tuberculosis growth inhibition, HTS (AID 449762) | M. tuberculosis H37Rv growth inhibition, 7H9 media; higher % means a stronger effect | one-dose inhibition, % at 25 µM; IC50 in µM for titrated hits | 330,000 tested, 0.59% active; in the data active = a potency from the dose series; inconclusive = inhibition above about 70% without an active follow-up result;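 also: bacterial growth assessed after seven days of incubation; strong numbers were not always called active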
VEEV TC-83 Vero – inhibitors of VEEV TC-83 cytopathic effect, confirmation, Vero cells (AID 588727) | 350,000 tested, 0.13% active | Vero cells, VEEV TC-83 cytopathic effect inhibition; higher % means a stronger effect | one-dose inhibition, % at 20 µM; IC50 in µM for titrated hits; in the data active = a potency from the dose series; inconclusive = inhibition mostly from about 14% at the one dose, without a potency; inactive = the rest, 99 in 100 with inhibition below about 12%; also: strong numbers were not always called active
VEEV TC-83 Vero 10K pilot screen – second read-out of VEEV TC-83 Vero, no call of its own (marks repeat the call); inhibition, %; measured here: 10K pilot screen inhibition
Starred values were filed as active, the others as inactive; i = inactive; u = inconclusive; x = no result given.

Start of the data: the first 16 compounds (preview)
SMILES	influenza NS1A	PhoP GFP inhibition	tuberculosis growth	M. tuberculosis HTS	VEEV TC-83 Vero	others
COc1cc2c(cc1OC)C(COc1ccccc1OC)N(C(=O)C(C)(C)C)CC2 (stereo not given)	22%	10%	18%	10%	3.3%
Cc1nc2ccccc2nc1SCC(=O)c1ccccc1	-12%	9%	64%	6%	i
CN=C1SC(C(=O)Nc2ccccc2Cl)CC(=O)N1c1ccc(OC(F)(F)Cl)cc1 (stereo not given)	-5%	-7%	-1%	-8%	2.5%
N#CCSc1ncnc2sc3c(c12)CCC3	8%	-8%	-3%	-3%	4.6%
CC1(C)CC2CC(C)(CN2C(=O)COC(=O)c2n[nH]c(=O)c3ccccc23)C1 (stereo not given)	4%	1%	-4%	-4%	1.0%
Cc1ccccc1Nc1cccc2nonc12	-41%	1%	15%	5%	3.4%
CC1CCN(S(=O)(=O)c2cc(F)ccc2CN2C(=O)c3cccnc3C2=O)CC1	5%	-2%	-29%	-10%	0.6%
O=C(CN1C(=O)c2ccccc2S1(=O)=O)Nc1cc(S(=O)(=O)N2CCCCC2)ccc1Cl	-5%	x	x	x	1.6%
O=C(Nc1ccc(Cl)c(Cl)c1)N(CCCN1CCOCC1)Cc1cccs1	-2%	-12%	x	3%	1.4%
CN(C)S(=O)(=O)n1cnc(-c2ccccc2)c1-c1ccccc1	17%	-10%	4%	-7%	4.4%
COc1ccc(/C(=C\Nc2ccc(C)c(C)c2)C(C)=O)cc1OC	4%	3%	21%	70%	2.2%	VEEV TC-83 Vero 10K pilot screen=1.3
O=P(O)(O)Oc1ccccc1P(=O)(c1ccccc1)c1ccccc1	-3%	0%	-2%	-7%	i
CCCCOc1ccc(NC(=S)Nc2cc(C)nc(SCCCC)n2)cc1	-3%	-5%	34%	-2%	i
Cc1cc(N2CCOCC2)nc2ccc(Cl)cc12	-28%	2%	11%	3%	1.1%
COC(=O)c1ccc(NC(=O)CSc2nc3ccc(N4C(=O)C5C6C=CC(C6)C5C4=O)cc3s2)cc1 (stereo not given)	8%	1%	u	3.9µM*	9.9%
COc1cc2c(cc1NC(=S)Nc1cccc(C)c1)oc1ccccc12	1%	0%	54%	u	0.4%

This part in full, from the start:
SMILES	influenza NS1A	PhoP GFP inhibition	tuberculosis growth	M. tuberculosis HTS	VEEV TC-83 Vero	others
COc1cc2c(cc1OC)C(COc1ccccc1OC)N(C(=O)C(C)(C)C)CC2 (stereo not given)	22%	10%	18%	10%	3.3%
Cc1nc2ccccc2nc1SCC(=O)c1ccccc1	-12%	9%	64%	6%	i
CN=C1SC(C(=O)Nc2ccccc2Cl)CC(=O)N1c1ccc(OC(F)(F)Cl)cc1 (stereo not given)	-5%	-7%	-1%	-8%	2.5%
N#CCSc1ncnc2sc3c(c12)CCC3	8%	-8%	-3%	-3%	4.6%
CC1(C)CC2CC(C)(CN2C(=O)COC(=O)c2n[nH]c(=O)c3ccccc23)C1 (stereo not given)	4%	1%	-4%	-4%	1.0%
Cc1ccccc1Nc1cccc2nonc12	-41%	1%	15%	5%	3.4%
CC1CCN(S(=O)(=O)c2cc(F)ccc2CN2C(=O)c3cccnc3C2=O)CC1	5%	-2%	-29%	-10%	0.6%
O=C(CN1C(=O)c2ccccc2S1(=O)=O)Nc1cc(S(=O)(=O)N2CCCCC2)ccc1Cl	-5%	x	x	x	1.6%
O=C(Nc1ccc(Cl)c(Cl)c1)N(CCCN1CCOCC1)Cc1cccs1	-2%	-12%	x	3%	1.4%
CN(C)S(=O)(=O)n1cnc(-c2ccccc2)c1-c1ccccc1	17%	-10%	4%	-7%	4.4%
COc1ccc(/C(=C\Nc2ccc(C)c(C)c2)C(C)=O)cc1OC	4%	3%	21%	70%	2.2%	VEEV TC-83 Vero 10K pilot screen=1.3
O=P(O)(O)Oc1ccccc1P(=O)(c1ccccc1)c1ccccc1	-3%	0%	-2%	-7%	i
CCCCOc1ccc(NC(=S)Nc2cc(C)nc(SCCCC)n2)cc1	-3%	-5%	34%	-2%	i
Cc1cc(N2CCOCC2)nc2ccc(Cl)cc12	-28%	2%	11%	3%	1.1%
COC(=O)c1ccc(NC(=O)CSc2nc3ccc(N4C(=O)C5C6C=CC(C6)C5C4=O)cc3s2)cc1 (stereo not given)	8%	1%	u	3.9µM*	9.9%
COc1cc2c(cc1NC(=S)Nc1cccc(C)c1)oc1ccccc12	1%	0%	54%	u	0.4%
CN1CCN(c2ncnc3c2c(-c2ccccc2)cn3-c2ccc(F)cc2)CC1	19%	-10%	71%	53%	6.0%
CCCCNC(=S)N1CCN(c2ccc(C(C)=O)cc2)CC1	-2%	-4%	u	7%	0.9%
CC1Sc2ccc(S(=O)(=O)N3CCC(C(=O)NCc4ccco4)CC3)cc2NC1=O (stereo not given)	-4%	0%	27%	4%	2.9%
C/C(CC(=O)Nc1ccc2ccccc2c1)=N\NC(=O)c1cnccn1	-5%	-8%	73%	u	1.6%
Cn1cccc1C(=O)C(=O)Nc1ccccc1C(F)(F)F	-1%	-12%	-3%	6%	3.6%
O=C(NC(=S)Nc1ccc(CN2CCOCC2)cc1)c1ccc(-c2ccc(Cl)cc2)o1	x	1%	77%	0%	x
Cc1ccc(OCCn2nnc3ccccc32)cc1C	-25%	2%	15%	28%	0.7%
CN(C)S(=O)(=O)c1ccc(Cl)c(C(=O)OCC(=O)NC(=O)c2cccn2C)c1	1%	-8%	-19%	-3%	0.8%
CCCCc1cc(=O)oc2cc(OCC(=O)N3C[C@H]4C[C@@H](C3)c3cccc(=O)n3C4)c(Cl)cc12	1%	12%	13%	-9%	6.6%
Cc1ccc(-c2csc(NC(=S)NC(=O)c3ccco3)n2)cc1	1%	-13%	4%	0%	0.8%
CCc1nn(-c2ccccc2)c(N)c1-c1ccc(OC)c(OC)c1	-2%	-6%	1%	-6%	6.3%
O=C(CSc1nnc(CNC(=O)c2c(F)cccc2Cl)o1)Nc1ccc2c(c1)OCO2	-2%	19%	-17%	-8%	1.7%
O=C1C=C(c2ccccc2)OC(c2ccccc2)O1 (stereo not given)	-3%	7%	28%	-1%	0.3%
O=C(Nc1ccc(Cl)cc1C(F)(F)F)c1ccccc1	7%	6%	18%	3%	1.6%
CC(C)Cc1ccc(C(C)C(=N)N)cc1 (stereo not given)	-6%	7%	34%	7%	0.0%
Cc1ccc(C)c(NC(=O)CCNC(=O)N2C[C@H]3C[C@@H](C2)c2cccc(=O)n2C3)c1	8%	19%	-16%	-4%	i
Cc1ccc(NC(=O)C2CC(c3ccc(F)cc3)=NO2)cc1 (stereo not given)	-3%	-11%	37%	-1%	2.9%
COc1ccc(S(=O)(=O)N2CCOCC2)cc1NC(=O)COC(=O)C1COc2ccccc2O1 (stereo not given)	3%	-1%	4%	-1%	0.7%
O=C(CSc1ccccn1)Nc1cccc(S(=O)(=O)N2CCCC2)c1	2%	x	-9%	-4%	i
CC(C)c1nc(NCC2CCCO2)c(C#N)c2c1COC(C)(C)C2 (stereo not given)	-1%	-4%	11%	9%	3.9%
C=CCN1C(=NC(=O)CC)SC2CS(=O)(=O)CC21 (stereo not given)	-4%	-4%	-2%	-3%	3.3%
Nc1nonc1-c1nc2ccccc2n1Cc1ccc(F)cc1	-2%	1%	8%	-7%	i
Fc1cnc(Cl)nc1N1CCN(c2ccccc2)CC1	0%	4%	-11%	-4%	3.5%
Cc1ccccc1NC(=O)C1CCCN(c2nnc(N3CCCC3=O)s2)C1 (stereo not given)	-2%	9%	12%	0%	i
COc1ccc(C(=O)NNC(=O)c2cc3cc([N+](=O)[O-])ccc3oc2=O)cc1OC	-5%	-26%	6%	2%	i
Cc1ccc(Oc2ccc(NC(=O)Cn3ccsc3=N)cc2)cc1	16%	17%	61%	1%	>25µM*
Cc1ccc(C(=O)OCC(=O)NCc2ccc(Cl)cc2Cl)o1	-13%	x	39%	-2%	3.4%
Cc1ccccc1CN1CCN(CC(=O)NCc2ccccn2)C1=O	9%	11%	x	3%	0.7%
Cc1nc(NS(=O)(=O)c2ccccc2)sc1NC(=O)Nc1ccc(Cl)cc1	1%	-8%	24%	12%	2.5%
Cn1c(Oc2ccc(F)cc2F)c(C=O)c2ccccc21	-10%	3%	54%	12%	i
CCOC(=O)C1(Cc2ccc(OC)cc2)CCN(C(=O)c2ccc3[nH]ccc3c2)CC1	-8%	10%	11%	6%	6.4%
CCCN1CNC(=S)N(CC2CCCO2)C1 (stereo not given)	-8%	-4%	-3%	-1%	0.3%
CN(Cc1ccccc1)C(=O)c1ccc(NC(=O)Cc2ccc(NC(=O)C3CCN(C(=O)CCc4ccccc4)CC3)cc2)cc1	6%	x	x	x	i
Cc1ccc(S(=O)(=O)N2CCN(C(=O)Cc3ccccc3)CC2)cc1C	-13%	x	10%	-5%	i
COc1cccc(CN2CCN(c3ccc(F)cc3)C2=O)c1	-7%	3%	51%	8%	0.8%
COCCNC(=O)C(c1cccs1)N(C(=O)Cn1nnc2ccccc21)c1ccc2c(c1)OCO2 (stereo not given)	-4%	15%	-1%	-3%	i
CC1CCC(NC(=O)CCS(=O)(=O)c2ccc3c(c2)oc(=O)n3C)CC1 (stereo not given)	4%	-1%	10%	4%	i
N#CCCN(Cc1cccnc1)C(=O)Nc1cccc(Cl)c1	-16%	8%	10%	-5%	1.1%
COc1ccc(OC)c(NC(=O)C2CCN(Cc3cnn(-c4ccccc4)c3-n3cccc3)CC2)c1	5%	-11%	60%	61%	2.2%
Cc1ccc(C(=O)OCC(=O)Nc2nc(-c3ccccc3)cs2)cc1NC(=O)c1ccco1	5%	0%	54%	1%	12%
COc1ccc(C(=O)Nc2cccc(-c3cnc4ccccc4n3)c2)cc1	5%	-1%	9%	5%	1.5%
O=C(COC(=O)/C=C/c1ccc(OC(F)F)cc1)Nc1ccc2[nH]c(=O)[nH]c2c1	7%	x	7%	6%	i
CCCN1CN=C(Nc2nc3ccccc3o2)NC1	x	18%	2%	4%	1.9%
COc1ccc(N(CC(=O)Nc2cccc(C(F)(F)F)c2)S(C)(=O)=O)cc1	23%	-7%	13%	-10%	i
Later entries
SMILES	influenza NS1A	PhoP GFP inhibition	tuberculosis growth	M. tuberculosis HTS	VEEV TC-83 Vero	others
CC(C)N(C(=O)[C@H]1C[C@H](CC(=O)NCc2cccc(C(F)(F)F)c2)C(=O)N2CCc3c([nH]c4ccc(Cl)cc34)[C@]12C)C(C)C	-25%	x	x	x	i
COc1cccc2c(=O)n(CC(=O)N3CCCCCC3)ccc12	-13%	3%	-4%	-4%	7.9%
O=C(NCc1ccccc1)C1=C[C@H](c2ccc(C(F)(F)F)cc2)C[C@H](OCc2ccc(CO)cc2)O1	-17%	-8%	14%	-3%	6.1%
CN(CC(=O)Nc1cccc(F)c1)C(=O)c1csc2c1CCCC2	-4%	11%	52%	0%	5.2%
O=C(COc1ccc(S(=O)(=O)N2CCCCC2)cc1)NC1CCCCC1	-2%	-3%	9%	4%	0.4%
O=C(Nc1ccc([N+](=O)[O-])cc1)c1ccc(Cn2cc([N+](=O)[O-])cn2)cc1	-8%	-6%	80%	9%	0.3%
CCCNC(=O)N1[C@H]2CC[C@@H]1C(C(=O)OC)=C(c1ccc(-c3ccccc3)c(F)c1)C2	4%	x	-11%	-8%	1.6%	VEEV TC-83 Vero 10K pilot screen=0.6
COc1cc(OC)cc(C(=O)NC(=S)NNC(=O)[C@H]2C[C@@H]2c2ccccc2)c1	-2%	-28%	x	1%	42%
COc1ccc(NC(=O)CC2SC(=O)NC2=O)cc1 (stereo not given)	8%	-5%	3%	0%	i
Cc1cccc(C)c1NC(=O)Cn1c(CN2CCCCC2)nc2ccccc2c1=O	-11%	4%	8%	3%	9.8%
Cc1ccc2c(c1)N(C(=O)CCC(=O)NC1CCC(C)CC1)CCO2 (stereo not given)	1%	6%	29%	1%	i
CCOc1ccc(N(CC(=O)NC2CCCC2)S(=O)(=O)c2c(C)[nH]c(=O)[nH]c2=O)cc1	0%	-17%	x	-3%	0.7%
CC1(C)Cc2c(cnn2-c2cccc(F)c2)C(NC(=O)C2CCOCC2)C1 (stereo not given)	-9%	-10%	-1%	-25%	0.5%
CC1(C)NC(=O)N(CCOc2ccc3c(c2)CCC3)C1=O	-2%	-10%	7%	3%	i
O=c1c2c3c(sc2nc2n1CCCC2)CCC3	-4%	1%	-14%	4%	i
COc1ccc(CNS(=O)(=O)c2cc(CN3C(=O)c4cccnc4C3=O)ccc2OC)cc1	-7%	4%	-4%	-3%	0.5%

Outcome played no part in choosing rows; 1.4% or so of the library scored in one or more.
